RAD54 branch: RAD54 (human) branch migration inhibition. Q92698. RAD54 Holliday junction branch migration, FAM/BHQ fluorescence. inhibition, % at 10.4 µM. hit rate 0.14% among 360,000. AID 602329;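 active = mean normalized replicate activity at least 40 and at least half of replicates scoring 40 or more; inconclusive = only one of the two criteria met; inactive = mean below 40 and under half of replicates reaching 40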;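 note: 0% = median of neutral control wells and 100% = median of positive control wells; inhibitors cause a drop in the FAM fluorescence signal; in these data hits start at about 50%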
Target sequence (Q92698 whole entry, looked up): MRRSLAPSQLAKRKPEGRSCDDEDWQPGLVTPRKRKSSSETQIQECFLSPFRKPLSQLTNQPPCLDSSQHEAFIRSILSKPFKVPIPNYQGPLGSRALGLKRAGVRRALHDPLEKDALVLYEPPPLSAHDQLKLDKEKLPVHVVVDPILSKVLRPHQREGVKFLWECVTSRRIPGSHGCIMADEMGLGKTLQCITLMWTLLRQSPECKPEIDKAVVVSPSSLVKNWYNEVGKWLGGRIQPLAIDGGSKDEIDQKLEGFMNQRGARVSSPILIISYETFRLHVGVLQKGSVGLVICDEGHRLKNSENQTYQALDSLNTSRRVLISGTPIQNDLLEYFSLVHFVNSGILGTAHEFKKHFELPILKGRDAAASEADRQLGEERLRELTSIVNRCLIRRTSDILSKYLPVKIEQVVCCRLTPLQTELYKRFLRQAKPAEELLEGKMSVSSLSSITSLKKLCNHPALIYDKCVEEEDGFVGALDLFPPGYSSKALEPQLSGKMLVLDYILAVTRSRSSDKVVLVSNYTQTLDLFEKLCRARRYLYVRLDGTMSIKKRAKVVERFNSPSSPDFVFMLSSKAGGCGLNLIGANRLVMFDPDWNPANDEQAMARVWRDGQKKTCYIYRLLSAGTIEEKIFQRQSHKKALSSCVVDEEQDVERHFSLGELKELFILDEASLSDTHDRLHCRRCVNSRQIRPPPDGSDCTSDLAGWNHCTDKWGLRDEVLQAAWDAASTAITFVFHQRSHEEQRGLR
esBAF inh: SWI/SNF esBAF complex inhibition; mouse ES cells, Bmi1-luciferase knock-in reporter, 24 h; 100% = twice the neutral-well signal; reporter increase, % at 12.5 µM; hit rate 2% among 350,000; AID 602393; in the data active = activation above about 40%; inconclusive = no clear call, values can overlap the other calls;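 note: 0% = median of the plate's neutral control wells and 100% = double that signal; a rise in the Bmi1 reporter signal indicates esBAF inhibition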
Numbers without * were called inactive; ? = inconclusive.

SMILES	RAD54 branch	esBAF inh
O=C(CCc1nc2ccccc2[nH]1)Nc1ccc(F)cc1	-12.1	4.8
COc1cccc(NC(=O)c2ocnc2C)c1	-3.2	17.5
O=C(O)CSCC(=O)Nc1cc(C(F)(F)F)ccc1Cl	2.4	7.1
COc1cc2sc(-c3ccccc3OC)c(-c3ccc(OCCN4CCOCC4)cc3)c2cc1OC	10.2	-3.7
CCOC(=O)CSc1nc2ccc(NC(=O)CSc3nnnn3Cc3ccccc3)cc2s1	5.5	-3.6
Cc1ccc(C(O)c2nccn2C)o1 (centres undefined)	-21.9	6.1
CC1(C)CC(=O)C2=C(C1)OC(N)=C(C#N)C2c1ccccc1OC(=O)N1CCOCC1 (centres undefined)	-2.5	-1.9
COc1cccc(NC(=O)N2CCN(c3cccc(C)c3C)CC2)c1	-21.3	72.0*
C/C(CC(=O)NCCCN1CCOCC1)=N\NC(=O)COc1ccc(Cl)cc1	-1.2	-8.8
Cc1occc1-c1nnc(SCC(=O)N2CCN(c3ccccc3)CC2)n1C	-1.6	2.9
C=CCn1c(=O)c2ccccc2n2c(SCC(=O)NCCc3ccccc3)nnc12	-12.8	-2.6
Cc1ccc(C(=O)NCCCCNC(=O)c2ccc(C)o2)o1	-1.0	-8.7
Cc1ccccc1OCC(=O)NC(=S)Nc1ccc(Br)c(C)n1	-5.7	-2.1
CC(NC(=O)c1ccc(Cn2cc([N+](=O)[O-])cn2)o1)c1ccccc1 (centres undefined)	1.5	-1.9
CCOC(=O)Cc1csc(NC(=O)CSc2nc(N)c3c(C)c(C)sc3n2)n1	4.4	-6.1
CCOC(=O)c1c(CN2CCOCC2)n(-c2ccccc2)c2cc(Br)c(OC)cc12	-0.9	-1.5
O=C(CCn1c(=O)[nH]c2ccccc2c1=O)NCCCN1CCN(c2cccc(Cl)c2)CC1	8.2	-3.0
CC/C(=N/Nc1ccccc1)c1cnnc(SC)n1	-3.4	-4.0
Cc1ccccc1C(=O)c1c[nH]c(C(=O)NCc2ccco2)c1	-14.5	-0.8
O=S(=O)(c1ccc2c(c1)OCCO2)N(Cc1ccc(F)cc1)Cc1nnc(-c2cccs2)o1	-4.8	2.6
Cc1ccc(NC(=O)C2CCN(S(=O)(=O)c3cnc[nH]3)CC2)nc1	-10.3	-1.0
CC(C)c1nc2ccccc2n1CCC(=O)O	-11.1	3.8
COc1cc2c(cc1OC)CN(C(=O)c1ccccc1C(=O)O)CC2	-3.6	-4.9
COc1cc(Nc2nnc(C)s2)c(Cl)cc1Cl	3.6	-5.8
CC1(C)C(c2ccccc2)=NC(c2ccc(F)cc2)N1O (centres undefined)	-3.3	6.8
Cc1cc(=O)n2nc(N3CCC(C(=O)NCCc4ccccc4)CC3)sc2n1	-1.3	-15.6
O=C(Nc1cccc(Br)c1)c1ccn[nH]1	-0.1	29.4
Clc1cccc(-c2nnc(-c3ccccc3)o2)c1	-1.1	3.0
Cn1c(NCCN2CCOCC2)nc2c1c(=O)n(Cc1cccc(Cl)c1)c(=O)n2C	-10.5	6.7
COC(=O)c1ccc(OCC(=O)c2ccc(O)cc2O)cc1	6.0	1.1
Cc1cc(C(=O)Nc2cnn(Cc3ccc(Cl)cc3Cl)c2)no1	6.7	9.8
COc1cccc(NC(=O)CCP(C)(=O)O)c1	8.9	-1.3
Cn1ncc(Br)c1NC(=O)c1ccco1	-11.6	0.0
Cc1cc(C)n(C(=O)CCC2COc3ccccc3O2)n1 (centres undefined)	-10.1	-8.8
CC(=O)OCC1OC(n2ccc3ccccc32)C(OC(C)=O)C(OC(C)=O)C1OC(C)=O (centres undefined)	-8.5	-6.2
CCC(=O)NC(Nc1nc2ccc(C)cc2s1)(C(=O)OC)C(F)(F)F (centres undefined)	7.5	-7.8
O=C(NC1CCCCC1)C1CCN(S(=O)(=O)N2CCCCCC2)CC1	-19.5	-5.8
COc1ccc(-c2cc(C(F)(F)F)nc(S(=O)(=O)CCC(=O)N3CCOCC3)n2)cc1	-0.4	2.5
Cn1c(=O)cc(OCCCC(=O)NCCCN2CCN(Cc3ccccc3)CC2)c2ccccc21	2.6	-5.2
CCOc1ccccc1NC(=O)N1CCC(n2nnc3cc(C)ccc32)CC1	3.0	1.2
Cc1c(-c2cccs2)[n+](=O)c2c(n1[O-])CCCCC2	-6.6	6.3
COc1ccc(CN2CCCC2C(=O)Nc2ccc(OC)c(OC)c2)cc1OC (centres undefined)	3.1	-2.3
Cc1ccc(C(=O)NNC(=O)C2CCN(Cc3ccc(Cl)c(Cl)c3)CC2)cc1	5.5	0.6
O=C1NC(c2cn(-c3ccccc3)nc2-c2cccs2)C(C(=O)c2cccnc2)C(O)(C(F)(F)F)N1 (centres undefined)	3.2	24.9
O=C(NC1CCCCCCC1)c1ccc(S(=O)(=O)N2CCCC2)cc1	-0.8	4.0
O=C(NNS(=O)(=O)c1ccc([N+](=O)[O-])cc1)c1cnn(-c2ccccc2)c1-n1cccc1	8.4	-4.1
CC1CCN(S(=O)(=O)c2cccc(C(=O)NCc3ccco3)c2)CC1	8.0	4.4
CN1CCN(CC(O)COc2ccc(OCC(O)CN3CCN(C)CC3)cc2)CC1 (centres undefined)	7.9	-8.4
CS(=O)(=O)N(CC(=O)NCCSCc1c(F)cccc1Cl)c1ccc2c(c1)OCO2	-0.4	-0.1
CCOC(=O)CCc1c(C)n(CC)c2cc(-c3ccccc3OC)nn2c1=O	-1.6	-5.7
Cc1cc(NC(=O)CSc2nnc(-c3cccnc3)n2C2CCCCC2C)no1 (centres undefined)	3.3	4.8
Cc1[nH]n(-c2ccccc2)c(=O)c1N=Nc1c(Cl)cccc1Cl	-13.7	0.9
COc1ccc(Cl)cc1NC(=O)CSc1nnc(-c2ccncc2)n1CC1CCCO1 (centres undefined)	-28.6	-3.6
Cc1ccn(S(=O)(=O)c2ccc(C(C)(C)C)cc2)n1	-5.4	-2.8
COCCn1nnnc1C(c1cc2c(C)cc(C)cc2[nH]c1=O)N1CCCCCC1 (centres undefined)	-9.4	-2.5
COc1ccc2nc(NCCO)[nH]c2c1	4.6	-2.1
CSCC[C@H](NC(=O)OC(C)(C)C)c1nnc(SCc2cccc(F)c2)o1	4.6	5.3
CCN(CC)S(=O)(=O)c1cccc(C(=O)Nc2cccc(C)c2)c1	1.6	39.6
CC(=O)C1=C(C)NC(=O)NC1c1ccccc1OCC(=O)NCCc1ccccc1 (centres undefined)	-3.0	11.3
O=C(Oc1cccc2cccnc12)c1ccco1	0.7	-5.0

Sorted by value in esBAF inh (rising): 3 from the list above.
canonical_smiles,esBAF inh
Cc1ccn(S(=O)(=O)c2ccc(C(C)(C)C)cc2)n1,-2.8
CSCC[C@H](NC(=O)OC(C)(C)C)c1nnc(SCc2cccc(F)c2)o1,5.3
CCN(CC)S(=O)(=O)c1cccc(C(=O)Nc2cccc(C)c2)c1,39.6

(listing goes on)
SMILES	RAD54 branch	esBAF inh
O=C(Cc1sc(-c2ccccc2)nc1-c1ccccc1)Nc1ccc(Cl)cc1	9.8	7.6
O=C(Nc1ccccc1-c1nnn(CC(=O)N2CCCc3ccccc32)n1)c1ccco1	-1.1	3.0
c1ccc(-c2nnc(SCc3nc4ccccc4[nH]3)n2Cc2ccco2)cc1	-2.8	2.4
Cc1onc(-c2ccccc2)c1C(=O)N1CCC(C)CC1	-4.7	-8.7
COCCSc1ccccc1C(=O)Nc1nnc(C)s1	-3.9	-6.8
CCOc1ccccc1Nc1nc2ccccc2[nH]1	4.1	14.9
Cc1csc(SCc2ccc(C(=O)O)cc2)n1	-10.9	3.0
c1ccc(CSc2ncnc3c2sc2nc(N4CCOCC4)c4c(c23)CCCC4)cc1	-7.0	-4.0
CCn1ncc(Br)c1C(=O)Nc1sc2c(c1C(=O)OC)CCC2	1.9	-10.0
CN(C)C(=O)N1CCCC(C(=O)NCCc2ccccc2)C1 (centres undefined)	1.9	31.5
Cc1cc(C)nc(N2CCN(c3nnnn3-c3ccccc3)CC2)n1	10.6	2.2
COc1ccc(C)cc1Cn1c(S(C)(=O)=O)nc2ccccc21	-2.0	0.0

Looked up by compound from the list above, 6 records:
SMILES	RAD54 branch	esBAF inh
CCn1ncc(Br)c1C(=O)Nc1sc2c(c1C(=O)OC)CCC2	1.9	-10.0
Cc1csc(SCc2ccc(C(=O)O)cc2)n1	-10.9	3.0
Cc1cc(C)nc(N2CCN(c3nnnn3-c3ccccc3)CC2)n1	10.6	2.2
c1ccc(CSc2ncnc3c2sc2nc(N4CCOCC4)c4c(c23)CCCC4)cc1	-7.0	-4.0
O=C(Cc1sc(-c2ccccc2)nc1-c1ccccc1)Nc1ccc(Cl)cc1	9.8	7.6
CCOc1ccccc1Nc1nc2ccccc2[nH]1	4.1	14.9

Other entries follow:
SMILES	RAD54 branch	esBAF inh
CC1CCN(C(=O)COc2ccccc2F)CC1	-1.4	3.7
O=C(c1ccc(S(=O)(=O)Nc2ccc(F)cc2)cc1)N1CCN(C(=O)c2ccco2)CC1	-1.5	21.3
Cc1ccccc1C(=O)Nc1ccccc1Sc1ccccc1	-2.1	-8.8
COc1ccc(-n2c(CCc3ccccc3)nnc2SCC(=O)NCc2ccccc2)cc1	-0.3	12.3
Cc1ccc(C(=O)NC(=S)Nc2ccccc2C(F)(F)F)cc1C	12.8	5.1
C=CCn1c(CCC(=O)Nc2ccc(C)c(Cl)c2)nnc1SCC(=O)Nc1ccccc1C	6.9	4.0
CCC(CC)n1[nH]c(=O)cc1N	-7.7	-0.4
Cc1cc(C(=O)Nc2c(C)n(C)n(-c3ccccc3)c2=O)c2ccccc2n1	0.2	-7.9
CC(C)(O)C#Cc1ccc(C(=O)NCc2ccccc2)s1	-3.0	14.0
CCN1CCN(C(=O)CN(CCc2ccccc2)S(C)(=O)=O)CC1	5.5	-8.6
COC(=O)c1ccccc1COn1c(=O)c(C)[n+]([O-])c2ccccc21	0.4	-2.3
O=C(CSc1nc2ccsc2c(=O)n1NC(=O)c1ccccc1)NCc1ccco1	2.8	17.5

Complete entries as entered above:
Listed for `Cc1ccc(C(=O)NC(=S)Nc2ccccc2C(F)(F)F)cc1C` → RAD54 branch = 12.8; esBAF inh = 5.1
Listed for `COc1ccc(-n2c(CCc3ccccc3)nnc2SCC(=O)NCc2ccccc2)cc1` → RAD54 branch = -0.3; esBAF inh = 12.3
Listed for `CCC(CC)n1[nH]c(=O)cc1N` → RAD54 branch = -7.7; esBAF inh = -0.4

Additional entries follow.
SMILES	RAD54 branch	esBAF inh
CCN(CC)CCN1C(=O)C(O)=C(C(=O)c2cccs2)C1c1ccccn1 (centres undefined)	2.1	10.2
Cc1ccc(OCC(O)Cn2c(=N)n(Cc3ccccc3)c3ccccc32)cc1 (centres undefined)	26.5	-12.0
COc1ccccc1-c1noc(-c2ccco2)n1	2.2	20.6
O=C(NCc1ccc2c(c1)OCO2)c1ccc2c(c1)C(=O)N(CC1CCCO1)C2=O (centres undefined)	1.5	-2.9
CCC(C)(C)n1nnnc1C(c1ccc(N(C)C)cc1)N1CCN(C2CCCCC2)CC1 (centres undefined)	4.9	3.2
Cc1ccc(S(=O)(=O)N2CCC(C(=O)N[C@@H](C)C(=O)NC3CCCCC3)CC2)cc1	8.9	-1.7
CC(C)N=C(NC#N)SCc1ccccc1	0.5	-2.9
O=c1cc(CO)oc(CN2CCN(c3ccccc3)CC2)c1O	-3.5	-4.9
Cc1ccc(S(=O)(=O)NCCC(=O)OCn2nnc3ccccc3c2=O)cc1	1.2	-5.0
Cc1ccc(Nc2nc(=O)c3cccnc3s2)cc1	0.4	?
COc1ccc(C(C(=O)NC2CCCC2)N(C(=O)c2snc(-c3ccc(F)cc3)c2N)c2cccc(F)c2)cc1 (centres undefined)	1.3	0.4
O=Nc1c(O)n(Cc2ccc(Cl)cc2)c2ccccc12	1.9	1.7
C=CCOc1nc2c(c(=O)n(Cc3ccc(Cl)cc3)c(=O)n2C)n1C	-3.1	-6.3
CN1CCN(CC#CCC(O)(c2ccccc2)C2CCCC2)CC1 (centres undefined)	-17.7	-0.6
CCOc1ccc(C(=O)N2CCC(C(=O)c3ccc4c(c3)OCCO4)CC2)cc1	-9.5	-2.0
CCCCCCNS(=O)(=O)c1ccc(OC)c(OC)c1	-9.2	-0.4
COc1cc2c(cc1OC)C(c1cc3cc(OC)c(OC)cc3[nH]c1=O)N(C(=O)C1CC1)CC2 (centres undefined)	2.4	1.8
COc1cccc(OCC(O)CN2C(C)CCCC2C)c1 (centres undefined)	-3.5	-5.0
Cc1nnc(N2CCCCC2)c2ccccc12	-4.9	-11.5
CCOCCCNC(=O)C1CCN(S(=O)(=O)c2c(C)noc2/C=C\c2ccc(OC)cc2)CC1	-17.2	-6.5
CC(C)(C)C(=O)[C@@H]1[C@@H]2C(=O)N(c3ccc4c(c3)OCCO4)C(=O)[C@@H]2C2c3ccccc3C=CN21 (some centres undefined)	5.9	9.7
CCc1ccc(C(=O)CSc2nc3ccccc3c(=O)[nH]2)cc1	-25.5	33.8
COC(=O)C(C)n1cnc2c(nnn2Cc2ccc(Cl)cc2)c1=O (centres undefined)	3.2	2.2
C=CCOc1cccc(C2/C(=C(/O)c3ccc(F)cc3)C(=O)C(=O)N2CCN2CCOCC2)c1 (centres undefined)	1.8	-3.3
Cc1sc(NC(=O)C(C)C)c(C(=O)Nc2ccccc2)c1C	-0.2	4.3
COc1ccc(N2CCN(C(=O)CSc3nnc4n3C(C)(C)Cc3ccccc3-4)CC2)cc1	-4.2	-18.5
COc1ccc(NC(=S)N/N=C2/CCCc3c(C)cc(C)cc32)cc1	7.6	1.3
O=C(Nc1nccs1)c1ccc(COc2ccccc2Br)o1	-6.6	49.8*
Cc1cccc(OCC(=O)OC2CCN(C)CC2)c1	-11.2	2.5
Cc1cc(OCC(F)(F)C(F)(F)C(F)(F)C(F)(F)C(F)(F)C(F)F)nc(N)n1	3.3	-4.7

Screening data as filed in PubChem BioAssay.

Only part of the results is shown; the hit share may differ from the screen's.
